EBNA-1 inhibitor – blocks EBNA-1 binding to DNA; EBNA-1 DNA binding, fluorescence polarization; inhibition, % at 14.8 µM; 0.34% of 300,000 active; in the data active = inhibition above about 28%
Efflux pump inh – antifungal efflux pump inhibition, Nile Red retention. 0.44% of 330,000 active. S. cerevisiae Candida pump triplex. inhibition, % at 10 µM;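 active = plate passing quality check with inhibition over a set limit, or well fluorescence over plate mean plus 4 SD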;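 also: Nile Red retained in pooled yeast measured as flow cytometry median fluorescence; 0% = buffer negative control and 100% = Enniatin B positive control; higher means more Nile Red kept so more efflux inhibition; some compounds called inactive have numbers as strong as hits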
BCLXL inh – inhibitors of human Bcl-xL; Q07817; GST-Bcl-xL / FITC-Bim BH3 peptide fluorescence polarization; inhibition, % at 10.9 µM; 0.7% of 320,000 active;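 active = inhibition above the mean of all tested compounds plus 3 SD, cutoff set per campaign, cut at about 30% in these data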;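 also: 0% = DMSO wells and 100% = unlabeled Bim-BH3 peptide competitor; inhibitors lower millipolarization by displacing the labeled peptide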
CR mimetic SO – yeast age-related superoxide inhibition as caloric restriction mimetic; S. cerevisiae aged cells, superoxide DHE fluorescence; hits give low values; superoxide response (% of plate mean), % at 10 µM; 0.18% of 330,000 active; AID 2690;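 active = superoxide response under a set limit, about three screen SD below normal, cut at about 65% in these data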;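 also: yeast aged for seven days with compound at 30 °C before DHE staining; 100% = average MFI of all compound-treated wells on the plate with controls excluded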
MCL1-BIM inh – MCL1-BIM-BH3 interaction inhibition (human). Q07820. GST-MCL1 / FITC-Bim-BH3 fluorescence polarization. inhibition, % at 10.9 µM. 0.68% of 320,000 active. AID 2057;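 active = inhibition above the mean inhibition of all tested compounds plus 3 SD, set per campaign, cut at about 40% in these data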;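 also: 0% = DMSO wells and 100% = unlabeled Bim-BH3 peptide control; higher means more loss of mP so more displacement of Bim peptide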
Target sequence (Q07820 whole entry, looked up): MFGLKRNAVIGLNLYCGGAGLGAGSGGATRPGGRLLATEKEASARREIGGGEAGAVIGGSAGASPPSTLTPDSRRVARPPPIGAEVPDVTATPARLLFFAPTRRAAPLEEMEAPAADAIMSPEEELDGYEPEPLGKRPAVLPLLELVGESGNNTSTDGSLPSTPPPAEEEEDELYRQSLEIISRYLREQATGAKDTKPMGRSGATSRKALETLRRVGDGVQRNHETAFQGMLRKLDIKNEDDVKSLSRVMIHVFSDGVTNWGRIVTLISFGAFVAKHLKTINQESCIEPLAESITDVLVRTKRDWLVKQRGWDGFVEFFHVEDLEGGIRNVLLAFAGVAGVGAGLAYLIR
Fam108B counter – blocks mouse Fam108B hydrolase in RBBP9 counter-screen; recombinant Fam108B, FP-Rh probe fluorescence polarization; inhibition, % at 9.51 µM; 0.33% of 300,000 active; AID 1947;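 active = inhibition above the screen mean inhibition plus 3 SD, computed separately per campaign, cut at about 18% in these data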;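 also: inhibitors lower polarization as less probe binds the enzyme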
ZTA DNA inh – counter-screen for EBNA-1 inhibitors: inhibitors of Epstein-Barr virus ZTA | P03206 | inhibition, % at 11 µM | 0.15% of 320,000 active | ZTA-DNA binding, fluorescence polarization; in the data active = inhibition above about 33%
MEX-5 binding – C. elegans MEX-5 TCR-2 RNA binding activity; activity score (negative = inhibition of binding), % at 10 µM; MEX-5/FITC-TCR2 RNA binding, fluorescence polarization; hits give low values; 0.38% of 300,000 active;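 active = inhibition past about -25% in most replicates, and total fluorescence under double the plate's negative control median, limit read from the data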;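 also: 0% = DMSO and -100% = 5 µM competing unlabeled TCR2 RNA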
GLD-1 RNA inh – GLD-1-TGE RNA interaction inhibition (C. elegans). purified GLD-1 + fluorescein TGE RNA, fluorescence polarization. inhibition, % at 5.96 µM. 0.44% of 320,000 active;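 active = percent inhibition above a per-plate cutoff, the plate mean of test compounds plus 3 SD, cut at about 30% in these data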;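 also: 0% = DMSO wells with GLD-1 and probe and 100% = wells lacking GLD-1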
Target sequence (Q17339 whole entry, looked up): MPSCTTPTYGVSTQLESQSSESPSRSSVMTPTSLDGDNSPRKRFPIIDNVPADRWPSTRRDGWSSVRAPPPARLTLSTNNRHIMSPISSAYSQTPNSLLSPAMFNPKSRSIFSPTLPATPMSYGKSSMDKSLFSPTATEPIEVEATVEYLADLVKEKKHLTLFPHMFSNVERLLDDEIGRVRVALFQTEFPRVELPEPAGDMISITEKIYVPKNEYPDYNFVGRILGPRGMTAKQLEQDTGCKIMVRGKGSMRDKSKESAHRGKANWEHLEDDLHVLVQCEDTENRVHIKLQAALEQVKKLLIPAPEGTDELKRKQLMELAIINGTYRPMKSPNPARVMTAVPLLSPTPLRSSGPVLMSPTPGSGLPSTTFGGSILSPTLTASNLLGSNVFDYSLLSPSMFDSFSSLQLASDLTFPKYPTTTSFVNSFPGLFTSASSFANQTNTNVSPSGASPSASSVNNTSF
Active calls of the source: *; nt = not tested or not shown.

SMILES	Efflux pump inh	MEX-5 binding	CR mimetic SO	BCLXL inh	MCL1-BIM inh	Fam108B counter	GLD-1 RNA inh	EBNA-1 inhibitor	ZTA DNA inh
O=C1CCC/C(=N/NC(=O)c2sc3ccccc3c2Cl)C1	0.1	-27*	115	2	-32	-15	103*	-2	10
COCCCNC(=O)c1c(N)n(-c2cccc(S(N)(=O)=O)c2)c2nc3ccccc3nc12	0.0	-1.4	108	4	-7	6	-17	-18	6
O=C(CSc1ccccc1)NCCc1ccc(F)cc1	-0.1	0.8	105	5	2	-2	3	-12	-20
COc1ccccc1CN1CCNC(=O)C1CC(=O)NCCCN1CCCC1=O (configuration not stated)	-0.1	-3.1	98	10	7	-2	1	-13	-15
O=C(Cn1cc2c(n1)CCCC2)Nc1cc(-c2cccc(Cl)c2)no1	0.1	-3.5	101	0	-5	-6	-3	1	-1
Cc1cc(=O)n(CC(C)C)c(O)c1C#N	0.1	nt	92	2	5	-5	5	2	7
COC(=O)c1ccccc1NC(=O)CN1CCC(C)CC1	-0.1	0.1	118	4	-11	1	2	-13	-26
CC(C)C(NC(=O)C1CCC(C(C)(C)C)CC1)C(=O)NCCCN1CCCCC1 (configuration not stated)	0.0	1.1	90	6	4	-2	3	-15	-10
Cn1c(=O)c2c(n3cnnc13)-c1ccccc1CC21CCCC1	0.1	-0.3	102	-1	5	-1	8	-5	-2
CCOc1ccc(OCC)c(NC(=O)c2[nH]c(C)c(C(C)=O)c2C)c1	-0.1	1.7	100	4	2	6	12	3	14
C=C(C)C1CC=C(C)/C(=N\NC(=S)Nc2ccc(C)cc2)C1 (configuration not stated)	-0.2	-2.1	104	6	3	-1	4	2	15
C[C@@H]1C[C@H](O)c2cc(Cl)ccc2N1	0.1	-1.0	82	12	8	10	0	2	-10
CCc1nn(C(CC)C(=O)NCc2cccc(OC)c2)c(=O)c2cc3occc3n12 (configuration not stated)	-0.2	-0.6	94	-2	-4	3	3	-2	0
CCCn1c(SCC(=O)Nc2cccc(NC(C)=O)c2)nnc1C(C)C	-0.1	-1.1	93	2	4	5	6	0	5
CCc1nnc(NC(=O)C2Cc3ccccc3C(=O)O2)s1 (configuration not stated)	0.2	-0.9	108	-1	1	7	3	5	-5
N#CC1=C(N)OC2=C(C(=O)CCC2)C1c1ccncc1 (configuration not stated)	-0.1	2.1	112	4	4	2	-3	-5	-4
COc1ccccc1N(CC(=O)Nc1cccnc1)S(C)(=O)=O	0.1	2.6	104	-1	10	0	5	-8	-6
CCOC(=O)/C(C(C)=O)=C1\OC(=O)c2ccccc21	0.1	-1.9	102	6	10	5	3	-10	7
NNC(=O)c1cccn(Cc2cccc(C(F)(F)F)c2)c1=O	-0.5	0.8	90	-4	4	-4	3	-8	-25
COC(=O)c1ccc(CN2C(=O)C(C)N(C(=O)c3c(F)cccc3F)c3ccccc32)cc1 (configuration not stated)	0.3	3.1	110	1	7	-5	0	-4	2
Cc1cc(C(=O)NCc2cccnc2)cs1	0.1	1.3	112	-4	2	-3	10	-6	-3
CCSc1nc2c(c(=O)[nH]1)C(c1ccncc1)C(C(=O)OC(C)C)=C(C)N2 (configuration not stated)	0.4*	-5.5	110	5	3	-2	3	-14	-14
COCCCNC(=S)N1CCCN(c2nc3cc(C)c(C)cc3cc2C#N)CC1	0.2	-1.9	104	5	0	3	3	-15	7
Cn1c2ccccc2c2cnn(CC(=O)Nc3ccccc3Br)c(=O)c21	-0.1	2.4	105	-2	0	-37	7	32*	7
O=[N+]([O-])c1ccc(Nc2nc(N/N=C/c3cccc(F)c3)nc(N3CCCC3)n2)cc1	-0.1	-1.1	112	3	1	-3	2	15	-2
O=[N+]([O-])c1ccc(N/N=C/c2ccccc2O)cc1	0.2	6.0	98	-40	-72	47*	-22	-7	4
Cc1nnc(-c2cnn(C)c2N)n1Cc1ccccc1	-0.1	-2.6	93	0	4	0	0	10	5
Cc1cc(C)cc(NCc2cc(=O)oc3cc(C)c(O)cc23)c1	-0.1	1.1	105	2	3	-2	2	-3	-7
CC1=NN(C(=O)c2cc(C)nn2C)C(O)(C(F)(F)F)C1 (configuration not stated)	0.0	2.7	115	-3	-5	5	-1	0	-1
COc1ccc(Br)cc1C1N2CC3(C)CN1CC(C)(C2)C3=O (configuration not stated)	0.1	0.7	104	-4	-6	3	-1	10	-3
Cc1cc(C)cc(C(=O)NCC(=O)OCC(=O)N2CCCCC2)c1	0.2	-1.1	105	0	0	0	7	-11	7
Cn1c(SCC(=O)Nc2nncs2)nnc1C1CC1	0.2	-2.7	104	14	46*	4	9	-8	-4
CCC(=O)Nc1cccc(-c2ccc(N3CCCCC3)nn2)c1	-0.3	0.2	100	3	2	-2	-1	9	6
Cn1cc(C(=O)N/N=C/c2cc(Br)cs2)c2ccccc21	0.1	-1.1	88	-3	-8	-25	-5	7	-2
O=C(NCCCN1CCCC1=O)c1cc(NS(=O)(=O)c2ccc(F)cc2)cc(NS(=O)(=O)c2ccc(F)cc2)c1	-0.1	-1.7	96	8	4	-4	5	-7	-10
CCc1ccc(NC(=O)c2cc(-c3cccs3)on2)cc1	0.0	3.0	107	-1	4	-2	3	-5	-15
CCCn1nc2cc(C(=O)NCc3ccccc3OC)ccc2c1OCC	-0.1	0.4	101	5	7	2	7	1	-18
OCCC1CN(Cc2cccn2-c2cccnc2)CCN1Cc1ccccc1 (configuration not stated)	-0.2	-1.4	97	8	1	0	2	-9	0
O=C(COc1ncnc2ccccc12)N1CCN(c2ccccc2)CC1	0.0	0.7	104	-3	1	6	4	-1	-7
CN1C(=O)S/C(=C/c2cccn2-c2cccc(C(=O)O)c2)C1=O	0.1	0.7	106	3	3	-1	-10	0	-6
O=C(CSC1=NC(=O)C(c2ccccc2)C(=O)N1)Nc1cccc(Cl)c1 (configuration not stated)	-0.1	0.2	107	5	-2	3	8	4	-13
O=C(CC(NS(=O)(=O)c1ccc(Cl)cc1)c1ccco1)NCc1ccco1 (configuration not stated)	-0.5	2.3	98	9	3	3	-10	10	-1
CCNC(=O)CN(c1ccccc1OC)S(=O)(=O)c1cccs1	0.0	1.7	84	3	-1	5	0	5	13
Cc1ccccc1N(CC(=O)NCCSCc1ccccc1)S(C)(=O)=O	-0.1	-0.3	100	-4	7	1	2	12	-10
Cc1ccc(S(=O)(=O)Nc2cccc(-c3ccc4nncn4n3)c2)cc1	0.0	-2.8	100	1	0	-3	2	8	3
O=[N+]([O-])c1cccc2c1ccc1ncccc12	0.0	-0.3	102	5	8	-1	3	3	11
O=C(NCCCN1CCCCC1)c1ccc2c(=O)n(CCc3ccccc3)c(=O)[nH]c2c1	0.0	-1.9	98	7	6	3	1	6	6
O=C(Cc1cccs1)NNC(=O)c1ccccc1Cl	-0.1	nt	100	5	8	nt	6	nt	-5
CCOC(=O)C1=C(C)NC(C)=C(C(=O)OCC)C1c1cc(N)ccc1OC(F)F	0.0	-4.0	103	3	-8	2	-5	-6	8
COc1ccc(CNC(=O)C2CCC(CNS(=O)(=O)c3ccccc3)CC2)cc1 (configuration not stated)	-0.1	-0.4	99	0	-2	6	-5	1	1
Cc1ccc2oc(C(=O)N3CCN(Cc4nccn4C)CC3)c(C)c2c1	-0.2	3.2	87	7	6	1	7	-10	-14
CC1(C)Cc2c(cnn2-c2ccccc2)C(NC(=O)CCc2ccc(=O)[nH]n2)C1 (configuration not stated)	0.0	-1.9	104	0	2	-1	6	1	-2
CC(C)C(=O)Nc1ccc(N2CCCC2)c(Cl)c1	-0.1	3.1	98	4	4	1	4	12	20
COc1cc(COCC(O)CN2CCOCC2)cc(OC)c1OC (configuration not stated)	0.2	-2.7	90	3	5	-1	-6	-8	9
Cc1ccc(OCCCN2CCOCC2)c([N+](=O)[O-])c1	0.2	-1.9	101	3	5	-3	-2	-12	-8
Cc1onc(-c2ccccc2Cl)c1C(=O)N1CCN(c2ccccc2)CC1	-0.2	0.3	88	-2	3	2	-3	13	1
CCN(CC)c1nc(Oc2ccc(C(=O)OC)cc2)nc(N2CCOCC2)n1	0.0	0.4	101	-2	-2	-4	4	-10	-7
COc1ccc(CN2CCN(Cc3csc(C(C)=O)c3)CC2CCO)c(C)c1C (configuration not stated)	-0.1	2.5	83	3	3	2	3	-6	-17
CC(=O)Nc1cc(-c2nn(C)c(=O)c3ccccc23)ccc1N1CCCCC1	0.2	2.5	96	1	0	0	4	-3	0
O=C(CN1C(=O)NC2(CCCCCC2)C1=O)N1CCN(S(=O)(=O)c2ccccc2)CC1	0.0	-2.3	101	-9	-6	0	8	-1	4

Taken from above:
Fam108B counter result of CCCn1nc2cc(C(=O)NCc3ccccc3OC)ccc2c1OCC stands at 2
ZTA DNA inh result of CCNC(=O)CN(c1ccccc1OC)S(=O)(=O)c1cccs1 stands at 13

(continued)
SMILES	Efflux pump inh	MEX-5 binding	CR mimetic SO	BCLXL inh	MCL1-BIM inh	Fam108B counter	GLD-1 RNA inh	EBNA-1 inhibitor	ZTA DNA inh
CCCCOc1ccc(-c2nnn(C(C)C(=O)OCC)n2)cc1 (configuration not stated)	-0.1	1.5	94	5	13	-5	5	-11	-15
CCOC(=O)Cc1csc(NC(=O)c2ccc(Br)o2)n1	0.0	1.7	84	9	7	2	-10	6	-11
CCCCCN(C(=O)CCC(=O)OCC(=O)c1c(C)cc(C)cc1C)c1c(N)n(CCCC)c(=O)[nH]c1=O	0.0	4.4	95	-5	-9	-3	0	4	14
COc1cccc(C2C=C(Nc3ccccc3)C(=O)N2c2ccccc2)c1 (configuration not stated)	0.0	-0.1	102	-6	-14	-1	-20	5	12

Assay outcomes as filed in PubChem BioAssay.
